G6PDH counter – inhibits Leuconostoc G6PDH, flagging false hits in G6PDH-based assays; AID 1020; inhibition, % at 5 µM; hit rate 0.12% among 200,000; Purified L. mesenteroides G6PDH, diaphorase/resazurin coupled fluorescence, 45 min; in the data active = inhibition above about 50%
TNAP inh noacc – TNAP (human) inhibition, acceptor-free conditions | P05186 | purified TNAP, CDP-star luminescence, 30 min | inhibition, % at 20 µM | hit rate 0.26% among 200,000 | AID 1012;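 active = tissue-nonspecific alkaline phosphatase inhibition above about 50% at 20 µM in the single-dose screen, limit read from the data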;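 note: 0% = DMSO negative control and 100% = EDTA positive control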
Target sequence (P05186 whole entry, looked up): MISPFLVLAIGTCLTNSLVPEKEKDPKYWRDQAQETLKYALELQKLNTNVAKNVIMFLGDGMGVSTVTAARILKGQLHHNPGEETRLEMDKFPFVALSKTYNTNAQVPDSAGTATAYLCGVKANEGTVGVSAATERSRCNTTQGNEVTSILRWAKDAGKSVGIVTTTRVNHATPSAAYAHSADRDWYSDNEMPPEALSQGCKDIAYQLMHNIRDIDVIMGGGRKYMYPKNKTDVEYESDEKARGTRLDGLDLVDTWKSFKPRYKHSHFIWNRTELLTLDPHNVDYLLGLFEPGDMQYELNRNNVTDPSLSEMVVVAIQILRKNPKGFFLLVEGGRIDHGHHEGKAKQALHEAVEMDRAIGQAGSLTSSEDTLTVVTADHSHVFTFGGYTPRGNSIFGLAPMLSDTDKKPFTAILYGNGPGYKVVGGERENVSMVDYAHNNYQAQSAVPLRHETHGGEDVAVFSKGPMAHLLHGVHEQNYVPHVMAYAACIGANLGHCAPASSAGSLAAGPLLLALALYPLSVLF
Diaph inh CS – diaphorase inhibition or chemical oxidation counter-screen | AID 1217 | inhibition, % at 20 µM | hit rate 0.69% among 190,000 | diaphorase resazurin-to-resorufin fluorescence, NADH, 16 min; bacterial (C. kluyveri) enzyme, not human;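 active = primary screen inhibition at 20 µM above a set limit, cut at about 50% in these data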;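 note: plate controls were DMSO with full reaction for no effect and wells lacking NADH for full effect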
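Detection: fluorescence of resorufin formed from resazurin, Ex 544/Em 590 nm; test system: Clostridium kluyveri diaphorase enzyme; amount: 0.14 U/mL diaphorase, enzyme working solution; times: 16-min room-temperature incubation before reading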
FLuc stim CS – affects firefly luciferase, flagging false hits in luciferase stimulation screens; ATPlite luciferase biochemical, luminescence, 10 min; 0 = ATP-free wells, 1 = DMSO control; activation factor at 10 µM; 200,000 tested, under 10 active;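 active = luciferase activation factor, scaled between plate controls, of at least 2 with compound at 10 µM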
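Assay system – cell-free luciferase reagent · Medium – PBS-based ATP solution · Dosing – test compounds dosed from 2 mM stocks in 100% DMSO · Timing – 10 min, room temperature · Technique – light output (luminescence) · Measure – luminescence gain marking luciferase activators · Controls – No-ATP low control, compound-free enzyme-plus-ATP high control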
PMI act satM6P – activators of human phosphomannose isomerase at near-saturating mannose 6-phosphate; activation factor at 20 µM; AID 1216; hit rate 0.34% among 190,000; P34949; coupled PMI enzyme assay, resazurin fluorescence, 20 min; stronger effect = higher value; 1 = untreated enzyme, 0 = substrate-free blank;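 active = activation factor of 2 or more at 20 µM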
Target sequence (P34949 whole entry, looked up): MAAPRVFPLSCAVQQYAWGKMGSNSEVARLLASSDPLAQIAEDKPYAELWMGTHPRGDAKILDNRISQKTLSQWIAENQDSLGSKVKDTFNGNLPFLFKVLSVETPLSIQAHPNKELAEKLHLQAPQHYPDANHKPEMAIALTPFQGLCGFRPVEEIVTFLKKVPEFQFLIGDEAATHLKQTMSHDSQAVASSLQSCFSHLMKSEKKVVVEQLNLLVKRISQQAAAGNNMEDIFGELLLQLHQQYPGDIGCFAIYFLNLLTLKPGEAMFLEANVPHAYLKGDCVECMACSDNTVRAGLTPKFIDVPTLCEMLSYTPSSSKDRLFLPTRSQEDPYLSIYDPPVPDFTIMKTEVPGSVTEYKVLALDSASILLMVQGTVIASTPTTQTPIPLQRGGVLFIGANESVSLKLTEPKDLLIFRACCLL
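Test system: Human PMI in coupled enzyme assay | Input: 15 ng/mL PMI | Medium: HEPES-buffered pH 7.4 with magnesium and detergent | Compound: One concentration, 20 µM, in 1% DMSO | Incubation: Enzyme reaction with compound 20 min at room temperature | Detection: Diaphorase-driven resazurin-to-resorufin fluorescence, excitation 544, emission 590 nm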
TNAP inh hiacc – blocks human TNAP under high phosphate acceptor concentration | P05186 | purified TNAP, CDP-star luminescence, 1 M DEA | inhibition, % at 20 µM | hit rate 0.03% among 200,000;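 active = over 50% inhibition of tissue-nonspecific alkaline phosphatase at 20 µM in the single-dose screen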;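 note: plate controls were DMSO wells for no effect and EDTA-quenched wells as full inhibition for full effect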
HMGR II inh – blocks class II HMG-CoA reductase of Enterococcus faecalis; purified E. faecalis HMGR, NADPH absorbance 340 nm kinetic; hit rate 0.41% among 190,000; inhibition, % at 10 µM;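 active = inhibition above a set limit, the median over all tested compounds plus 3 SD, cut at about 9.5% in these data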;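 note: enzyme runs in reverse so mevalonate oxidation gives rising NADPH absorbance; 0% = complete reaction with DMSO and 100% = background rate lacking mevalonate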
PMI activator – activators of human phosphomannose isomerase | activation factor at 20 µM | AID 1214 | hit rate 0.005% among 190,000 | purified human PMI, coupled resazurin fluorescence, 20 min; stronger effect = higher value; 1 = vehicle control, 0 substrate-free wells | P34949;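 active = activation factor of 2 or more at 20 µM, relative to plate controls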
Diaph act CS – counter-screen for diaphorase-based assays: diaphorase activators and chemical reducers; Diaphorase/resazurin coupled assay, resorufin fluorescence, 16 min; stronger effect = higher value; 1 = vehicle wells, 0 = NADH-free wells; activation factor at 20 µM; hit rate 0.005% among 190,000;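 active = diaphorase activity raised at least twofold by the compound at 20 µM; inactive = activation factor below 2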
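Material: purified diaphorase enzyme from Clostridium kluyveri / Medium: HEPES pH 7.4 buffer with MgCl2 and Tween 20 / Schedule: enzyme reaction of 16 min at room temperature / Measured by: resorufin fluorescence, excitation 544 nm, emission 590 nm / Evaluation: rise in resorufin formation, marking diaphorase activation or chemical reduction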
TNAP act hi DEA – TNAP (human) activation, high acceptor; P05186; purified TNAP, CDP-star luminescence, 1 M DEA, 30 min; stronger effect = higher value; 0 = EDTA background, 1 = DMSO-only activity; activation factor at 20 µM; 200,000 tested, under 10 active; AID 1136;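 active = activation factor at least 2 at 20 µM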
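Control set: EDTA negative control, DMSO positive control / Assay system: human TNAP / Quantity: TNAP 1/800 final / Evaluation: TNAP activation factor scaled between EDTA and DMSO control wells / Measured by: luminescent substrate turnover signal / Compound dosing: one dose, 20 µM / Times: 30 min enzyme reaction at room temperature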
The depositor's hits bear a star. Random draw from the library; 1.7% or so of the library scored in one or more.

Screening COC(=O)c1ccc2ccn(CC(=O)NC(C)C)c2c1 returned G6PDH counter -6, TNAP inh noacc -13, Diaph inh CS 27, FLuc stim CS 1.1, PMI act satM6P 0.8, TNAP inh hiacc -5, HMGR II inh 0, PMI activator 0.7, Diaph act CS 0.7 and TNAP act hi DEA 1.1.
Screening O=C(CN1CCN(S(=O)(=O)c2ccc(Cl)cc2)CC1)Nc1ccc(N2CCOCC2)cc1 returned G6PDH counter -27, TNAP inh noacc -4, Diaph inh CS 9, FLuc stim CS 1, PMI act satM6P 1.1, TNAP inh hiacc 4, HMGR II inh 1, PMI activator 1, Diaph act CS 0.9 and TNAP act hi DEA 1.
Screening C=CCNc1nc(-c2cccc(OC)c2O)nc2ccccc12 returned G6PDH counter 8, TNAP inh noacc 0, Diaph inh CS 9, FLuc stim CS 1.1, PMI act satM6P 0.9, TNAP inh hiacc -8, HMGR II inh -3, PMI activator 1, Diaph act CS 0.9 and TNAP act hi DEA 1.1.
`COc1ccc2c(c1)-c1c(sn(-c3ccc(OC)c(OC)c3)c1=S)C(C)(C)N2` gave G6PDH counter -1, TNAP inh noacc 10, Diaph inh CS 22, FLuc stim CS 1.1, PMI act satM6P 0.9, TNAP inh hiacc -5, HMGR II inh 8, PMI activator 0.9, Diaph act CS 0.8 and TNAP act hi DEA 1.1.
CCOC(=O)c1c(C)n(C)c2cc(-c3ccc(F)cc3)c(O)cc12 was read as G6PDH counter -3, TNAP inh noacc -4, Diaph inh CS 13, FLuc stim CS 1, PMI act satM6P 0.9, TNAP inh hiacc 3, HMGR II inh 3, PMI activator 0.9, Diaph act CS 0.9 and TNAP act hi DEA 1.
CCCCNC(=O)c1ccc2nc(-c3ccco3)c(-c3ccco3)nc2c1 was read as G6PDH counter -28, TNAP inh noacc -7, Diaph inh CS 53*, FLuc stim CS 1, PMI act satM6P 1.1, TNAP inh hiacc 7, HMGR II inh 2, PMI activator 1, Diaph act CS 0.5 and TNAP act hi DEA 0.9.
Screening COc1cc(NS(=O)(=O)c2ccc(NC(=O)CN3C(=O)c4ccccc4C3=O)cc2)nc(OC)n1 returned G6PDH counter 11, TNAP inh noacc -9, Diaph inh CS 16, FLuc stim CS 1, PMI act satM6P 1.1, TNAP inh hiacc -3, HMGR II inh 1, PMI activator 1.1, Diaph act CS 0.8 and TNAP act hi DEA 1.
Screening COc1ccc(N(Cc2nnc3n2CCCCC3)C(=O)Nc2ccccc2)cc1 returned G6PDH counter 0, TNAP inh noacc -10, Diaph inh CS 18, FLuc stim CS 1.1, PMI act satM6P 0.9, TNAP inh hiacc -1, HMGR II inh -3, PMI activator 1.2, Diaph act CS 0.8 and TNAP act hi DEA 1.
`O=C(Nc1ccc(N2CCN(C(=O)c3ccccc3)CC2)cc1)c1cc2ccccc2o1` gave G6PDH counter -74, TNAP inh noacc 0, Diaph inh CS 18, FLuc stim CS 1.1, PMI act satM6P 0.9, TNAP inh hiacc -4, HMGR II inh 1, PMI activator 0.9, Diaph act CS 0.8 and TNAP act hi DEA 1.
`CCN(CC)c1cc2nc(C)n(Cc3ccccc3)c(=O)c2cc1NC(=O)C1CC1` gave G6PDH counter 10, TNAP inh noacc -1, Diaph inh CS 22, FLuc stim CS 1.1, PMI act satM6P 1, TNAP inh hiacc -5, HMGR II inh -5, PMI activator 1.1, Diaph act CS 0.8 and TNAP act hi DEA 1.
`COC(=O)c1ccc(Nc2nnc(-c3ccc(C)c(S(=O)(=O)NCC4CCCO4)c3)c3ccccc23)cc1` (stereo unspecified) gave G6PDH counter -20, TNAP inh noacc -14, Diaph inh CS 18, FLuc stim CS 1, PMI act satM6P 0.8, TNAP inh hiacc 3, HMGR II inh 0, PMI activator 0.8, Diaph act CS 0.8 and TNAP act hi DEA 1.
CCc1c(C)sc2nc3c(C(=O)N4CCOCC4)cc(C(=O)c4ccccc4O)cn3c(=O)c12 was read as G6PDH counter 2, TNAP inh noacc 5, Diaph inh CS 19, FLuc stim CS 1.1, PMI act satM6P 0.8, TNAP inh hiacc 5, HMGR II inh -8, PMI activator 1, Diaph act CS 0.8 and TNAP act hi DEA 1.
Screening CCCC(=O)N1CCN(c2ccc([N+](=O)[O-])cc2Cl)CC1 returned G6PDH counter 4, TNAP inh noacc -17, Diaph inh CS 11, FLuc stim CS 1.1, PMI act satM6P 1, TNAP inh hiacc -1, HMGR II inh -3, PMI activator 1, Diaph act CS 0.9 and TNAP act hi DEA 1.
COc1cccc(C2c3c(oc4ccccc4c3=O)C(=O)N2CCCN(C)C)c1OC (stereo unspecified) was read as G6PDH counter 8, TNAP inh noacc -15, Diaph inh CS -4, FLuc stim CS 1, PMI act satM6P 1, TNAP inh hiacc -2, HMGR II inh -7, PMI activator 1.2, Diaph act CS 1 and TNAP act hi DEA 1.
For CC/C(=N/Nc1cccc(C)c1)c1cnnc(SC)n1 the results were G6PDH counter -4, TNAP inh noacc 2, Diaph inh CS 9, FLuc stim CS 1.1, PMI act satM6P 2.3*, TNAP inh hiacc 8, HMGR II inh 0, PMI activator 1.6, Diaph act CS 0.9 and TNAP act hi DEA 0.9.
Screening Cc1cccc(OCc2nnc(SCn3nnc4ccccc4c3=O)o2)c1 returned G6PDH counter 12, TNAP inh noacc -5, Diaph inh CS 5, FLuc stim CS 1, PMI act satM6P 1, TNAP inh hiacc -4, HMGR II inh 2, PMI activator 1, Diaph act CS 0.9 and TNAP act hi DEA 1.
For O=C(COc1ccccc1Cl)NCc1ccncc1 the results were G6PDH counter 10, TNAP inh noacc -10, Diaph inh CS -6, FLuc stim CS 1, PMI act satM6P 1.1, TNAP inh hiacc -6, HMGR II inh -1, PMI activator 1.1, Diaph act CS 1.1 and TNAP act hi DEA 1.1.
For O=C(NCC(c1cccs1)N1CCOCC1)c1cc([N+](=O)[O-])cc([N+](=O)[O-])c1 (stereo unspecified) the results were G6PDH counter 6, TNAP inh noacc -17, Diaph inh CS 22, FLuc stim CS 1, PMI act satM6P 0.8, TNAP inh hiacc -1, HMGR II inh 1, PMI activator 0.8, Diaph act CS 0.8 and TNAP act hi DEA 1.
For COc1ccc(OC)c(Cc2nnc(CCC(=O)NC3CCCC3)o2)c1 the results were G6PDH counter -2, TNAP inh noacc -2, Diaph inh CS 7, FLuc stim CS 1, PMI act satM6P 1, TNAP inh hiacc 4, HMGR II inh -5, PMI activator 0.9, Diaph act CS 0.9 and TNAP act hi DEA 1.
For CC(C)C(=O)Nc1cccc(NC(=S)NC(=O)c2ccc(Cl)cc2)c1 the results were G6PDH counter 10, TNAP inh noacc 10, Diaph inh CS 18, FLuc stim CS 1, PMI act satM6P 0.9, TNAP inh hiacc -2, HMGR II inh -8, PMI activator 0.7, Diaph act CS 0.8 and TNAP act hi DEA 1.
For COc1ccccc1N1CCN(CC(O)COc2ccc3c(C)cc(=O)oc3c2)CC1 (stereo unspecified) the results were G6PDH counter 2, TNAP inh noacc 0, Diaph inh CS -1, FLuc stim CS 1, PMI act satM6P 1, TNAP inh hiacc 2, HMGR II inh -6, PMI activator 1, Diaph act CS 1 and TNAP act hi DEA 1.
For O=C(Nc1ccc(F)cc1)C1CCCO1 (stereo unspecified) the results were G6PDH counter 5, TNAP inh noacc -5, Diaph inh CS -7, FLuc stim CS 1.1, PMI act satM6P 1.1, TNAP inh hiacc -1, HMGR II inh 4, PMI activator 1, Diaph act CS 1.1 and TNAP act hi DEA 1.
For C=CCNCc1cccn1-c1sc2c(c1C#N)CCCC2 the results were G6PDH counter 2, TNAP inh noacc -9, Diaph inh CS 15, FLuc stim CS 1, PMI act satM6P 0.9, TNAP inh hiacc -4, HMGR II inh -2, PMI activator 0.9, Diaph act CS 0.8 and TNAP act hi DEA 1.
For Cc1nnc(NC(=O)CSc2nc(C(C)C)nc3sc(C)c(C)c23)s1 the results were G6PDH counter 5, TNAP inh noacc 8, Diaph inh CS 3, FLuc stim CS 1.1, PMI act satM6P 1.1, TNAP inh hiacc -3, HMGR II inh 1, PMI activator 1.1, Diaph act CS 1 and TNAP act hi DEA 1.
Screening CC1CCC(C(C)C)C(OC(=O)C[n+]2cccc(C(N)=O)c2)C1 (stereo unspecified) returned G6PDH counter 5, TNAP inh noacc -11, Diaph inh CS 13, FLuc stim CS 1, PMI act satM6P 1, TNAP inh hiacc -5, HMGR II inh 4, PMI activator 1, Diaph act CS 0.9 and TNAP act hi DEA 1.1.
For COC(=O)CNc1cccc(C(F)(F)F)c1 the results were G6PDH counter 10, TNAP inh noacc -12, Diaph inh CS 15, FLuc stim CS 1, PMI act satM6P 1, TNAP inh hiacc -8, HMGR II inh -4, PMI activator 1, Diaph act CS 0.8 and TNAP act hi DEA 1.1.
O=C(Cc1ccc(Br)cc1)N(Cc1ccccc1)c1ccccn1 was read as G6PDH counter 7, TNAP inh noacc -10, Diaph inh CS 13, FLuc stim CS 1.1, PMI act satM6P 0.9, TNAP inh hiacc -5, HMGR II inh -5, PMI activator 1, Diaph act CS 0.9 and TNAP act hi DEA 1.
`Cc1cc(NC(=O)CCCN2C(=O)c3cccc4cccc(c34)C2=O)no1` gave G6PDH counter 3, TNAP inh noacc -7, Diaph inh CS 16, FLuc stim CS 1, PMI act satM6P 0.9, TNAP inh hiacc -1, HMGR II inh -3, PMI activator 0.9, Diaph act CS 0.8 and TNAP act hi DEA 1.

As a short view, two of the compounds above:
For COc1ccccc1N1CCN(CC(O)COc2ccc3c(C)cc(=O)oc3c2)CC1 (stereo unspecified) the results were G6PDH counter 2, TNAP inh noacc 0, Diaph inh CS -1, FLuc stim CS 1, PMI act satM6P 1, TNAP inh hiacc 2, HMGR II inh -6, PMI activator 1, Diaph act CS 1 and TNAP act hi DEA 1.
For O=C(Nc1ccc(F)cc1)C1CCCO1 (stereo unspecified) the results were G6PDH counter 5, TNAP inh noacc -5, Diaph inh CS -7, FLuc stim CS 1.1, PMI act satM6P 1.1, TNAP inh hiacc -1, HMGR II inh 4, PMI activator 1, Diaph act CS 1.1 and TNAP act hi DEA 1.

High-throughput results: PubChem, several laboratories
